Source: PubChem (The Scripps Research Institute Molecular Screening Center)
EBNA-1 inh: EBNA-1 DNA-binding inhibitors, primary screen, biochemical, fluorescence polarization | inhibition, % at 14.8 µM | hit rate 0.34% among 300,000 | AID 1950, 2009; in the data active = inhibition above about 28%
pPAFAH inh: pPAFAH enzyme inhibitors, primary screen, biochemical, fluorescence polarization, human. Platelet-activating factor acetylhydrolase (Homo sapiens), Q13093. recombinant pPAFAH, FP-rhodamine probe fluorescence polarization. inhibition, % at 3.39 µM. hit rate 1.5% among 330,000. AID 463082, 2010;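 active = inhibition above the mean inhibition across the screen plus 3 SD, cut at about 25% in these data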;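 note: inhibitors block binding of the rhodamine activity-based probe so polarization drops; 0% = enzyme with DMSO and 100% = wells lacking pPAFAH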
PAFAH2 inh: PAFAH2 enzyme inhibitors, primary screen, biochemical, fluorescence polarization, human; recombinant PAFAH2, FP-rhodamine activity probe; Platelet-activating factor acetylhydrolase 2, cytoplasmic (Homo sapiens), Q99487; hit rate 0.99% among 340,000; inhibition, % at 3.39 µM;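 active = inhibition above the mean over all tested compounds plus 3 SD, cut at about 30% in these data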;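 note: inhibitors block probe labeling of enzyme so polarization drops; 0% = enzyme with DMSO and 100% = wells lacking PAFAH2 protein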
ZTA DNA inh: ZTA (EBV) inhibition in EBNA-1 counter-screen. P03206. ZTA-DNA binding, fluorescence polarization. inhibition, % at 11 µM. hit rate 0.15% among 320,000. AID 2234; in the data active = inhibition above about 33%
LYPLA1 inh: LYPLA1 inhibitors, primary screen, counter-screen for PME1 inhibitor project, biochemical, fluorescence polarization, FP-Rh probe ABPP. hit rate 0.16% among 320,000. inhibition, % at 5.9 µM. Acyl-protein thioesterase 1 (Homo sapiens), O75608. recombinant LYPLA1;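 active = inhibition above the mean of all tested compounds plus 3 SD, set per campaign, cut at about 14% in these data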;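 note: inhibitors block serine hydrolase probe labeling of LYPLA1 so polarization falls; 0% = enzyme with DMSO and 100% = wells lacking LYPLA1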
PAFAH1B2 inh: PAFAH1B2 enzyme inhibitors, primary screen, biochemical, fluorescence polarization, human. Platelet-activating factor acetylhydrolase IB subunit alpha2 (Homo sapiens), P68402. recombinant PAFAH1B2, FP-rhodamine activity probe. inhibition, % at 3.39 µM. hit rate 1.2% among 340,000;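 active = inhibition above the mean of all tested compounds plus 3 SD, cut at about 24% in these data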;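 note: 0% = enzyme with DMSO and 100% = wells lacking PAFAH1B2; many of its hits are not listed in these tables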
LYPLA2 inh: LYPLA2 inhibitors, primary screen, counter-screen for PME1 inhibitor project, biochemical, fluorescence polarization, FP-Rh probe ABPP; recombinant LYPLA2; hit rate 0.38% among 320,000; inhibition, % at 5.9 µM; AID 2177, 2009; Acyl-protein thioesterase 2 (Homo sapiens), O95372;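 active = inhibition above the screen-wide mean plus 3 SD, limit set per campaign, cut at about 26% in these data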;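 note: 0% = LYPLA2 with DMSO and 100% = wells lacking LYPLA2 enzyme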
PREPL inh: PREPL enzyme inhibitors, primary screen, biochemical, fluorescence polarization; Prolyl endopeptidase-like (Homo sapiens), Q4J6C6; inhibition, % at 5.96 µM; recombinant PREPL, fluorescence polarization activity-based probe; hit rate 0.68% among 320,000; in the data active = inhibition above about 43%;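 note: 0% = enzyme with DMSO and 100% = wells lacking enzyme; many of its hits are not listed in these tables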
Target sequence (Q4J6C6 whole entry, looked up): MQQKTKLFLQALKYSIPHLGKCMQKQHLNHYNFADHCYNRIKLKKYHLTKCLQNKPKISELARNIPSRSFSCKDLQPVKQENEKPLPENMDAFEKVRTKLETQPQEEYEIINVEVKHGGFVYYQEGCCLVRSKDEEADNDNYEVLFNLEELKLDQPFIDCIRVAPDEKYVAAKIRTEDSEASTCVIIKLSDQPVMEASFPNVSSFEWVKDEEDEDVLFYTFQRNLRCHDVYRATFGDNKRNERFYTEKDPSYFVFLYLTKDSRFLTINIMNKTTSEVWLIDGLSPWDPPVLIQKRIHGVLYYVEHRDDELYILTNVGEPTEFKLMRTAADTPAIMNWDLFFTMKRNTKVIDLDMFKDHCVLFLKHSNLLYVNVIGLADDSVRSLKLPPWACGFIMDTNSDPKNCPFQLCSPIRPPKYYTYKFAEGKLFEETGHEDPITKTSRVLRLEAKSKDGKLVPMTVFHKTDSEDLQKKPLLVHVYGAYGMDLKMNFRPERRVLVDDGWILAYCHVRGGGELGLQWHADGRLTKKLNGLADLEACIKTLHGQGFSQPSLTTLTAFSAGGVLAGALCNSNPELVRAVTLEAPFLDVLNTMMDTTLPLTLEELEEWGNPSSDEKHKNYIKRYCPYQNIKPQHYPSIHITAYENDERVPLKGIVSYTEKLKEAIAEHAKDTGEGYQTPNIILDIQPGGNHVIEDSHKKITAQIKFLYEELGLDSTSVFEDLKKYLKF
PAFAH1B3 FP inh: PAFAH1B3 enzyme inhibitors, primary screen, biochemical, fluorescence polarization, human; hit rate 0.28% among 340,000; recombinant PAFAH1B3, FP-rhodamine probe; AID 492972, 2010; inhibition, % at 3.39 µM;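 active = inhibition above the screen-wide average of all tested compounds plus 3 SD, cut at about 25% in these data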;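 note: 0% = enzyme with DMSO only and 100% = wells lacking PAFAH1B3 protein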
Target sequence (Q15102 whole entry, looked up): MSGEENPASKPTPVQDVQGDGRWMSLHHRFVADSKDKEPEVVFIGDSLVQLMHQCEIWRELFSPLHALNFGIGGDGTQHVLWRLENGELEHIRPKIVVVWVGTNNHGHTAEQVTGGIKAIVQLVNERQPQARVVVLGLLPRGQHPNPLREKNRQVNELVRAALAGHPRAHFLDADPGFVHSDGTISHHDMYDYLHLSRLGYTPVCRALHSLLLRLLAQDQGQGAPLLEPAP
* hit, by the source's call; x = no result given. A portion of the library, so the mix of outcomes need not match the whole.

SMILES | EBNA-1 inh | pPAFAH inh | PAFAH2 inh | ZTA DNA inh | LYPLA1 inh | PAFAH1B2 inh | LYPLA2 inh | PREPL inh | PAFAH1B3 FP inh
COc1ccc(CCC(=O)OCC(=O)N2CCN(S(=O)(=O)c3ccc(C)cc3C)CC2)cc1 | x | 14 | 5 | -4 | -1 | 4 | 0 | 10 | -1
Cc1ccc(N(Cc2ccccc2)C(=O)c2cc(S(=O)(=O)N3CCOCC3)ccc2F)cc1 | x | 3 | 1 | -2 | 2 | -3 | 0 | 6 | 1
CC(NCc1cccs1)c1ccccc1 (stereo unspecified) | -1 | 2 | -1 | -15 | 0 | -6 | -2 | -2 | -2
O=C(COc1ccccc1[N+](=O)[O-])Nc1cc(C(=O)O)cc(C(=O)O)c1 | 10 | 3 | -4 | 0 | 1 | -1 | 6 | 1 | 4
OCCN1CCN(c2ncnc3c2c(-c2ccccc2)cn3-c2ccc(F)cc2)CC1 | -6 | 25* | -5 | 18 | 1 | -1 | 3 | 23 | 4
CSc1cccc(NS(=O)(=O)c2cccc3nsnc23)c1 | 1 | 2 | 2 | -18 | -1 | 3 | 4 | -10 | -1
CCOC(=O)N/N=C\c1ccc([N+](=O)[O-])s1 | 5 | 7 | 5 | 8 | 3 | 4 | 1 | 1 | 7
Cc1ccc(S(=O)(=O)N(C)CC(=O)OCC(=O)NCCN2C(=O)CSC2=O)cc1 | x | -2 | 3 | 9 | 4 | -1 | 5 | 22 | -2
c1ccc(N2CCN(c3nnc(Cc4cccnc4)c4ccccc34)CC2)nc1 | 4 | 1 | 5 | -11 | 3 | -1 | 4 | 21 | 9
Cc1nc2ccccc2nc1OCc1ccc([N+](=O)[O-])cc1 | 8 | -2 | -3 | -9 | -2 | 5 | 8 | -5 | 8
O=C(NC(=S)NCc1ccccc1)c1cccc(Cl)c1 | 10 | 1 | -1 | -1 | 0 | 4 | 5 | 5 | 1
NC(=O)CSc1nc2c(c(=O)n1-c1ccccc1)C1(CCCCC1)Cc1ccccc1-2 | 0 | 3 | -3 | -6 | -1 | 4 | 9 | -3 | 4
Cc1cc(Cl)ccc1OCC(=O)N1CCCCC1 | 2 | -11 | 2 | 8 | -5 | 3 | -5 | -9 | 1
CC(C)[C@@]1(c2ccc(Cl)cc2)ON(c2ccccc2C(F)(F)F)C1=O | x | 3 | x | -6 | 2 | x | 4 | 13 | x
COC(=O)c1ccccc1N(Cc1ccccc1)S(C)(=O)=O | -14 | 4 | 2 | 1 | -1 | 0 | -2 | 4 | 0
O=C(NCc1nc2ccccc2[nH]1)C1=C[C@H](c2ccccc2)C[C@H](OCc2ccc(CO)cc2)O1 | -1 | 1 | -3 | -1 | -5 | 0 | -4 | 0 | 7
CCN(C[C@H]1N[C@@](CC)(C(=O)OC)[C@H]2C(=O)N(Cc3ccccc3)C(=O)[C@@H]12)C(=O)Nc1ccc(C(F)(F)F)cc1 | x | 1 | 1 | x | x | 3 | x | -4 | 8
O=C(NCc1ccco1)C(c1ccccc1)N(Cc1cccnc1)C(=O)Cn1nnc2ccccc21 (stereo unspecified) | -9 | -4 | -2 | 2 | 1 | 5 | 1 | 2 | 0
O=c1[nH]cnc2c1sc1nc3c(c(-c4ccc(Cl)cc4)c12)CCC3 | 8 | 3 | 7 | 12 | -6 | 4 | -6 | 4 | 6
CC(C)CC(=O)Nc1ccc2ccccc2c1 | 3 | 6 | 9 | -12 | 2 | 3 | 1 | -9 | 4

Brought forward from above: 2 entries, then new ones.
SMILES | EBNA-1 inh | pPAFAH inh | PAFAH2 inh | ZTA DNA inh | LYPLA1 inh | PAFAH1B2 inh | LYPLA2 inh | PREPL inh | PAFAH1B3 FP inh
O=c1[nH]cnc2c1sc1nc3c(c(-c4ccc(Cl)cc4)c12)CCC3 | 8 | 3 | 7 | 12 | -6 | 4 | -6 | 4 | 6
CC(C)CC(=O)Nc1ccc2ccccc2c1 | 3 | 6 | 9 | -12 | 2 | 3 | 1 | -9 | 4
O=C(Nc1nc2ccccc2[nH]1)C1CCC1 | 4 | 0 | -3 | -7 | -3 | 1 | -1 | 0 | 7
CCN(CC)S(=O)(=O)c1ccc(NC(=O)CCNC(=O)c2ccco2)cc1 | -1 | 1 | -13 | 13 | 0 | 2 | -7 | -2 | -4
O=c1c2c3c(sc2nc(NCCO)n1CCc1ccccc1)CCCCC3 | -3 | 8 | 10 | -9 | -1 | 7 | 5 | 164* | 5
CCCC(=O)Nc1nnc(S(=O)(=O)N(CC(C)C)c2ccccc2)s1 | 5 | 0 | 11 | 10 | 0 | 12 | 0 | 14 | 1
S=C(NCc1ccccn1)Nc1ccc(Br)cc1Cl | 3 | 0 | -89 | -13 | -2 | 3 | 4 | -22 | 7
CCn1cc(C(=O)NCc2ccc3c(c2)OCO3)c(=O)c2cc(F)c(N3CCN(C)CC3)cc21 | -5 | 2 | 4 | -10 | -2 | 0 | 7 | -13 | 3
Clc1ccccc1CONc1ncnc2nonc12 | 8 | 5 | -3 | 18 | 5 | -1 | 13 | -15 | -5
COc1ccc(N(CC(=O)Nc2ccccc2C(=O)NCC(C)C)S(C)(=O)=O)cc1 | 0 | 3 | -6 | 6 | -2 | 3 | 0 | -1 | 3
CCCc1cc(=O)n2[nH]c(CCc3ccccc3)nc2n1 | 3 | 14 | 13 | -14 | 1 | 8 | -5 | 6 | 3
CC(Oc1cccnc1[N+](=O)[O-])C(=O)Nc1ccc(Cl)cn1 (stereo unspecified) | x | 0 | 13 | -6 | 4 | 1 | -1 | 5 | 8
COc1ccc(Cl)cc1NC(=O)CN1CCc2ccccc2C1 | -14 | 6 | -5 | -4 | -6 | 4 | -5 | -2 | 1
Nn1c(SCC(=O)NC(=O)NC2CCCC2)nnc1-c1ccccc1F | -8 | -3 | -10 | -2 | 2 | -1 | 0 | -4 | 6
Cc1csc(NC(=O)CSc2nnc(-c3ccccc3)o2)n1 | -4 | 0 | 1 | -1 | 0 | -1 | 2 | 4 | 1
Cc1cccc(C(=O)Nc2sc(C(=O)N3CCCC3)c(C)c2C#N)c1 | -2 | 2 | 6 | 7 | -1 | 6 | -4 | 6 | 3
CC(=O)N[C@@H](C)C(=O)N1CCC(n2nccc2NC(=O)CCCc2ccccc2)CC1 | -8 | 4 | 3 | -24 | 5 | 0 | 4 | 24 | -6
CCN(CC(=O)Nc1c(F)cccc1F)C(=O)c1ccc2c(c1)NC(=O)C(C)S2 (stereo unspecified) | -1 | 4 | 4 | 5 | 3 | 8 | -1 | -7 | 4
CCCCCCCCC(=O)NCCOc1ccccc1 | 8 | 8 | 6 | -12 | 6 | 11 | 8 | -11 | 15
Nc1nc2ncc(C(=O)c3cc(Cl)cc(Cl)c3O)cc2s1 | -1 | 20 | 1 | 8 | -2 | -6 | -3 | 19 | 1
COC(=O)c1ccccc1NC(=O)NCc1ccccn1 | 6 | 2 | 7 | 2 | -1 | 4 | 0 | -5 | 2
CC(=O)Nc1c(O)nc(SCC(=O)N2CCCCC2)[nH]c1=O | x | -2 | -1 | 1 | -1 | 2 | 2 | 1 | 5

Quoted at random: 4 entries already listed.
SMILES | EBNA-1 inh | pPAFAH inh | PAFAH2 inh | ZTA DNA inh | LYPLA1 inh | PAFAH1B2 inh | LYPLA2 inh | PREPL inh | PAFAH1B3 FP inh
CC(=O)Nc1c(O)nc(SCC(=O)N2CCCCC2)[nH]c1=O | x | -2 | -1 | 1 | -1 | 2 | 2 | 1 | 5
Cc1csc(NC(=O)CSc2nnc(-c3ccccc3)o2)n1 | -4 | 0 | 1 | -1 | 0 | -1 | 2 | 4 | 1
CC(=O)N[C@@H](C)C(=O)N1CCC(n2nccc2NC(=O)CCCc2ccccc2)CC1 | -8 | 4 | 3 | -24 | 5 | 0 | 4 | 24 | -6
Cc1cccc(C(=O)Nc2sc(C(=O)N3CCCC3)c(C)c2C#N)c1 | -2 | 2 | 6 | 7 | -1 | 6 | -4 | 6 | 3

Arranged by the number under EBNA-1 inh (falling): 3 of the compounds above.
smiles | EBNA-1 inh | pPAFAH inh | PAFAH2 inh | PAFAH1B2 inh | PREPL inh | PAFAH1B3 FP inh
CCN(CC(=O)Nc1c(F)cccc1F)C(=O)c1ccc2c(c1)NC(=O)C(C)S2 (stereo unspecified) | -1 | 4 | 4 | 8 | -7 | 4
Cc1cccc(C(=O)Nc2sc(C(=O)N3CCCC3)c(C)c2C#N)c1 | -2 | 2 | 6 | 6 | 6 | 3
Cc1csc(NC(=O)CSc2nnc(-c3ccccc3)o2)n1 | -4 | 0 | 1 | -1 | 4 | 1

The results go on:
SMILES | EBNA-1 inh | pPAFAH inh | PAFAH2 inh | ZTA DNA inh | LYPLA1 inh | PAFAH1B2 inh | LYPLA2 inh | PREPL inh | PAFAH1B3 FP inh
CCOc1ccccc1NC(=O)CCNC(=O)c1ccco1 | -6 | 0 | 0 | 4 | 0 | -2 | -1 | -3 | 2
C[C@H]1CN=C(Nc2ccccc2)N1CC1CCCCCC1 | 4 | 5 | 6 | -5 | 1 | 7 | -1 | 5 | 5
O=C(COC(=O)c1ccco1)c1ccc(Cl)cc1 | -11 | 2 | 13 | -6 | 3 | -1 | 4 | 15 | -2
Cc1cc(C)c(NC(=O)CCCN2CCN(C)CC2)c(C)c1 | 3 | 0 | -6 | 11 | -3 | -4 | 7 | -6 | -3
Cc1ccc(C(=O)Nc2ccccc2C(N)=O)o1 | -1 | -6 | 1 | -20 | 0 | 1 | 3 | -10 | 7
Cc1nc(SCc2cccc(Oc3ccccc3)c2)n[nH]1 | 2 | 0 | 2 | 17 | 2 | 1 | 2 | -10 | 8
Cc1cc(C(=O)NCC(=O)OCC(=O)N2CCCCCC2)ccc1[N+](=O)[O-] | 6 | 8 | 0 | 13 | -3 | 1 | -1 | 5 | 8
Cc1ccc(S(=O)(=O)N2CCN(C(=O)Cn3nc(C)c([N+](=O)[O-])c3C)CC2)cc1 | x | 0 | 0 | -11 | 0 | 5 | 2 | 13 | 4
O=C(Nc1cccc2ccccc12)C1CCN(C(=O)NCc2ccccc2)CC1 | -1 | 4 | 9 | -4 | 3 | 4 | 3 | 5 | -3
O=C(Cn1ncc2c([nH]c3ccccc32)c1=O)N1CCN(c2ccccc2F)CC1 | -4 | -1 | -5 | -3 | -2 | -5 | -5 | 11 | 1
COc1ccc(C)cc1NS(=O)(=O)c1ccc2c(c1)N(C)CCO2 | -9 | 5 | 7 | 3 | 1 | 1 | 3 | 12 | 4
Cc1cc(C)cc(NC(=O)COC(=O)Cn2cnc3c2c(=O)n(C)c(=O)n3C)c1 | x | -3 | -3 | 3 | 1 | 3 | -3 | -1 | 14
CC(C)(C)N(NC(=O)Nc1ccc(Cl)cc1)C(=O)c1ccccc1 | -5 | 2 | 8 | 3 | -2 | 1 | -5 | 14 | 1
